From PubChem
DRD3 antagonist – antagonists of human D3 dopamine receptor; P35462; D3R cells, DiscoveRx beta-arrestin luminescence, antagonist mode; active compounds read low; max response, negative = inhibition, %; actives 2.5% (n = 360,000); in the data active = max response below about -50%; inconclusive = no clear call, values can overlap the other calls; note: % is set by controls: 0 for no effect and ±100 for the full control effect; mostly tested at two doses, the higher about 12 µM
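Cells plated overnight at 1500 cells/well, then exposed to library compounds with dopamine controls for 90 minutes at 37 degrees C. DiscoveRx reagent added for 30–60 minutes at room temperature; luminescence read, quantitative HTS format.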
pAkt inh – Akt phosphorylation inhibition; Neuro2A IGF-stimulated pAkt S473 HTRF, 20 min; active compounds read low; actives 0.32% (n = 360,000); activity change, % for hits at 50 µM; AID 651550; in the data active = activity change below about -80%; inconclusive = mostly about -51% to -80%; note: % is set by controls: 0 for no effect and ±100 for the full control effect
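Neuro2A cells (4,500/well, DMEM with 0.5% FBS) were treated with compound at a single 50 µM final concentration, stimulated with 6 nM IGF for 20 min at 37 °C, and lysed. Phospho-Akt Ser473 was read by HTRF as 665/615 ratio ×10^4.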
FUS suppressor – suppressors of FUS proteinopathy in yeast; S. cerevisiae FUS-expressing, growth rescue, OD600, 24 h; Potency, µM (series often up to 76.6 µM), without a hit: at the top dose growth rescue (activation), most hits filed as activators; actives 0.24% (n = 390,000);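 note: potency is the fitted concentration of half-maximal effect; plate controls were DMSO vehicle for no effect and reference control for full effect; nearly all actives have a fitted effect of over 55% in size; some results filed as inactive show a strong effect at the top dose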
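Steps: raffinose overnight preculture; dilution to OD 0.005 in 2% galactose minimal medium; compound addition (concentration series); 24hr at 30C, 99% humidity; absorbance read at 600 nm.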
GLP-1R inv ag – GLP-1 receptor (human) inverse agonism. Potency, µM (titrated, usually from 38.3 µM), for inactives: at the top dose activity change, negative = inhibition, actives largely listed as inhibitors. P43220. actives 1.6% (n = 410,000). HEK293 GLP-1R CRE-luciferase, luminescence, 24 h; GLP-1R form is constitutively active. AID 624417; note: potency is the fitted concentration of half-maximal effect; % is set by controls: 0 for no effect and ±100 for the full control effect; nearly all actives have a fitted effect of over 55% in size
Target sequence (P43220 whole entry, looked up): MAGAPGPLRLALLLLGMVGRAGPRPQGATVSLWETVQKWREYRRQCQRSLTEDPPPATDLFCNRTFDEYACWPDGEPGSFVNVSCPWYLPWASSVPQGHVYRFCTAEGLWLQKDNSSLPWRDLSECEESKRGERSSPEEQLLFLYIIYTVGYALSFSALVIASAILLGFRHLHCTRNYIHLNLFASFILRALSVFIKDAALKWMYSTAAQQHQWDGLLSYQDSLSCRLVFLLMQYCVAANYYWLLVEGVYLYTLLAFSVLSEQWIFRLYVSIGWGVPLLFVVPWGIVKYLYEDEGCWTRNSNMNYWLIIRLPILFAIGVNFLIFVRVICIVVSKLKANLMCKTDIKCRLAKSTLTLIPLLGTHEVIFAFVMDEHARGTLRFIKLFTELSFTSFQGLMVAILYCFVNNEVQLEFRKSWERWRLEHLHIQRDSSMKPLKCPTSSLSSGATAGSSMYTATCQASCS
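GLP-1R inverse agonism mode: basal reporter luminescence in engineered HEK293 cells measured after one day of compound exposure at 37 deg C, with a 12 min room-temperature detection step.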
Abeta yeast res – compounds reversing amyloid beta toxicity in yeast. Potency, µM (series often up to 46.1 µM), without a hit: at the top dose growth rescue, usual class: activators. actives 0.063% (n = 410,000). AID 1347071. yeast expressing A-beta42, growth rescue, OD600, 48 h; response scale: 0% DMSO, 100% iron-clioquinol control; note: potency is the fitted concentration of half-maximal effect; nearly all actives have a fitted effect of over 55% in size
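Yeast A-beta toxicity model in growth medium with pinned compounds, 48 h at 30 C; growth read as absorbance at 600 nm. Normalized to FeCl3/clioquinol equimolar mix (positive) and DMSO (negative).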
GLP-1R agonist – activates the human GLP-1 receptor | HEK293 GLP-1R CRE-luciferase, luminescence, 4-6 h; cells express a hypersensitive GLP-1R form | actives 0.007% (n = 380,000) | Potency, µM (top dose mostly 45.6 µM), for the others: at the highest dose activation, hits mostly activators; note: potency is the fitted concentration of half-maximal effect; % of control where 0% means no effect
TDP43 rescue – TDP-43 toxicity inhibition in yeast | TDP-43 expressing yeast growth rescue, BacTiter-Glo, 24 h | Potency, µM (series often up to 46.1 µM), for inactives: at the top dose growth rescue (activation), actives largely listed as activators | actives 1.8% (n = 410,000); note: potency is the fitted concentration of half-maximal effect; % of control where 0% means no effect; nearly all actives have a fitted effect of over 50% in size
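Yeast expressing TDP-43 (pregrown in raffinose, seeded at OD600=0.02 in galactose medium) exposed to compounds 24 hr at 30 deg C. Growth read by BacTiter-Glo luminescence; rescue of toxicity appears as increased signal.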
PTHR1 agonist – PTHR1 (human) receptor agonism. Q03431. HEK293 GP2 PTHR1 cells, GloSensor cAMP luminescence, 1 h. Potency, µM (series often up to 115 µM), for the others: at the top dose activation, most hits filed as activators. actives 0.075% (n = 410,000). AID 743266; note: potency is the fitted concentration of half-maximal effect; nearly all actives have a fitted effect of over 55% in size; some results filed as inactive show a strong effect at the top dose; inactives centre near -15; many of its hits are not listed in these tables
Target sequence (Q03431 whole entry, looked up): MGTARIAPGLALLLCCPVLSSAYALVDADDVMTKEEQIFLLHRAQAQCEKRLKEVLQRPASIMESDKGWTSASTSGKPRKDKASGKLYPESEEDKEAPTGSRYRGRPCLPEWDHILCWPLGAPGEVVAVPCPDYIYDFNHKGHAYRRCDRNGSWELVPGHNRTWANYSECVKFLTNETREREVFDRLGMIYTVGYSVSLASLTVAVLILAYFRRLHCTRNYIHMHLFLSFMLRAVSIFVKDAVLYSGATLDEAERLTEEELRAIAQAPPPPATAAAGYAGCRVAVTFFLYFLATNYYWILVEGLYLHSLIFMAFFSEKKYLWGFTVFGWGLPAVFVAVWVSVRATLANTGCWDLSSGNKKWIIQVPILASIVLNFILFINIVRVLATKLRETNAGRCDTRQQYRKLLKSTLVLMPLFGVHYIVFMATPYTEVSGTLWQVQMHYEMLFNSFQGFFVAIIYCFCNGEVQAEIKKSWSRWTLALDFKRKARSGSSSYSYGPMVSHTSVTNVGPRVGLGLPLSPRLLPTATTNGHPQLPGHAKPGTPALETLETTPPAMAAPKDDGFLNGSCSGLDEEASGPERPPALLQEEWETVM
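HEK-293-derived GP2 cells expressing PTHR1 and a GloSensor cAMP reporter, 3,000/well, plated overnight, given luciferin plus IBMX (each 0.5 mM as added) for 1 h at 37 °C, then compound for 1 h at 37 °C. Luminescence was read after 15 min at room temperature.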
aSyn rescue – rescues yeast growth from alpha-synuclein toxicity. actives 0.14% (n = 370,000). AID 652106. Yeast expressing alpha-synuclein, growth rescue, BacTiter-Glo, 24 h. Potency, µM (doses to about 46.1 µM), for inactives: at the top dose growth rescue (activation), usual class: activators; note: potency is the fitted concentration of half-maximal effect; % of control where 0% means no effect; nearly all actives have a fitted effect of over 65% in size
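Galactose-induced alpha-syn yeast (OD600=0.02, raffinose-pregrown) + pinned cpd, 24 hr, 30 deg C; growth by BacTiter-Glo luminescence. Growth restoration scores as activation.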
* marks the source's active call; other numbers are inactive results; i = inactive; ? = inconclusive; / = no result given; [ ] = dose if it differs, or a comment. Unless noted, calls come from the whole dose curve; as a rule, active = well fitted curve in the direction sought with a large enough effect; inconclusive = small, poorly fitted or top-dose-only effect, or another doubt; inactive = no such curve, though single readings can be large; an effect the other way counts as inactive or inconclusive. An excerpt; rates above refer to the full screens.

SMILES | DRD3 antagonist | pAkt inh | FUS suppressor | GLP-1R inv ag | Abeta yeast res | GLP-1R agonist | TDP43 rescue | PTHR1 agonist | aSyn rescue
C/C(=N\O)c1ccc(Cl)c(Cl)c1 | -13 | i | -18% | 14% | -5% | 2% | ? | i | 1%
CCc1cc2c(COC(=O)c3cccc(S(C)(=O)=O)c3)cc(=O)oc2cc1O | 12 | i | 9% | -6% | 5% | ? | -13% | -12% | 2%
COc1ccc(CCC(=O)NCc2ccccc2Cl)cc1OC | -9 | i | -4% | 32%[activator] | 3% | 1% | -1% | -3% | 1%
COCC1CCCN(C(=O)c2ccc3oc(CCCc4ccccc4)nc3c2)C1 (configuration not stated) | 5 | i | 7% | -23% | -2% | 0% | 11% | -24% | 0%
COc1cccc(NC(=O)c2oc3ccccc3c2NC(=O)c2ccc3c(c2)OCO3)c1 | -9 | i | 28% | -29% | -10% | -19% | -26% | i | 0%
COc1cc2c(cc1OC)C(C)N(S(=O)(=O)c1cnc(Cl)c(Cl)c1)CC2 (configuration not stated) | -10 | / | 8% | -2% | -11% | 0% | 10% | -24% | -2%
CN1CCN(S(=O)(=O)c2ccc(-c3ccccc3)cc2)CC1 | -22 | i | ? | 0% | 0% | 5% | 0% | -3%[57.5 µM] | 9%
O=C(O)C1C2C=CC(C2)C1C(=O)NCc1ccoc1 (configuration not stated) | -12 | i | / | ? | 1% | -2% | -24% | 21% | -8%
COc1ccc(C(=O)COC(=O)Cc2c[nH]c3ccccc23)c(OC)c1 | 11 | i | 16% | ? | 4% | 9% | -8% | -28% | 12%
N#Cc1cc(C(=O)c2cc(Br)ccc2O)cn(C2CC2)c1=O | -24 | i | 17% | -7% | 19% | -9% | -6% | i | 11%
CCOc1ccc(NC(=O)Nc2nnc(CC)s2)cc1 | -7 | i | 3% | 14% | 13% | -9% | 9% | -26% | 1%
Cc1cccc(-c2nc(CC(=O)Nc3cccc(S(=O)(=O)NC4=NCCC4)c3)cs2)c1 | 6 | i | 26% | ? | 6% | -3% | 16% | -61%[inhibitor] | ?

Compound profiles, as listed above. Order of values: DRD3 antagonist, pAkt inh, FUS suppressor, GLP-1R inv ag, Abeta yeast res, GLP-1R agonist, TDP43 rescue, PTHR1 agonist, aSyn rescue
Shown for COCC1CCCN(C(=O)c2ccc3oc(CCCc4ccccc4)nc3c2)C1 (configuration not stated) → 5, i, 7%, -23%, -2%, 0%, 11%, -24%, 0%
Shown for CCOc1ccc(NC(=O)Nc2nnc(CC)s2)cc1 → -7, i, 3%, 14%, 13%, -9%, 9%, -26%, 1%
Shown for COc1ccc(CCC(=O)NCc2ccccc2Cl)cc1OC → -9, i, -4%, 32%[activator], 3%, 1%, -1%, -3%, 1%
Shown for CCc1cc2c(COC(=O)c3cccc(S(C)(=O)=O)c3)cc(=O)oc2cc1O → 12, i, 9%, -6%, 5%, ?, -13%, -12%, 2%

Further compounds:
SMILES | DRD3 antagonist | pAkt inh | FUS suppressor | GLP-1R inv ag | Abeta yeast res | GLP-1R agonist | TDP43 rescue | PTHR1 agonist | aSyn rescue
COc1ccc(-c2cn3nc(N4CCCC(C(=O)Nc5ccccc5F)C4)sc3n2)cc1 (configuration not stated) | / | / | 16% | 14% | 5% | / | 16% | -25% | /
COc1ccccc1CNC(=O)c1c(O)c2cc(OC)c(OC)cc2[nH]c1=O | 13 | i | 22% | 1% | 7% | 12% | 7% | i | 2%
COc1cc(NC(=O)Cc2ccc(S(=O)(=O)N3CCOCC3)s2)c(OC)cc1Cl | 1 | i | 49% | ? | 1% | 0% | -23% | -23% | -5%
Cc1cc(C(=O)N(C)CC(=O)Nc2ccc(F)c(F)c2F)no1 | -5 | i | -3% | 5% | 0% | -4% | 6% | i | -1%
Cc1ccc(/C=C2\SC(=S)N(CCC(=O)NNC(=O)c3ccncc3)C2=O)cc1 | -25 | i | 33% | -12% | -12% | -4% | -3% | -21% | 2%
CCCCN(C(=O)C1CCCC1)C1CCS(=O)(=O)C1 (configuration not stated) | -3 | i | 5% | 6% | -3% | 2% | -8% | -53%[inhibitor] | 0%
CCC/C(=C1/c2ccccc2C(=O)N1c1ccccc1)c1cnc(OC)nc1 | 12 | i | -3% | ? | 5% | 13% | 25% | -10% | -3%
CC(C)(C)c1ccc(C(=O)NNC(=O)c2cccc(-n3cnnn3)c2)cc1 | 5 | i | -7% | -1% | -11% | 4% | 12% | -11% | -3%
CCOc1ccc(/C=C(/NC(=O)c2ccccc2)C(=O)NCCC(=O)O)cc1 | -10 | i | 1% | 18%[7.66 µM] | -4% | 6% | 8%[9.22 µM] | i | -2%
CCOc1ccc(S(=O)(=O)N2CCCC(C(=O)NCc3ccncc3)C2)cc1C (configuration not stated) | 5 | i | 14% | ? | 6% | 1% | -3% | -10% | 7%
C=CCc1c(C)nc(N)[nH]c1=O | 2 | i | -31% | 6% | 10% | -3% | -4% | -25%[57.5 µM] | 0%
Cc1ccc(C)c(NC(=O)C(CC(=O)O)C2CCCO2)c1 (configuration not stated) | -2 | i | -13% | 14% | -7% | -1% | -8% | i | -4%
CCOc1ncccc1C(=O)OCC(=O)NCCCc1ccccc1 | 17 | i | / | 21% | 3% | 2% | 9% | i | 8%
Cc1ccc(-c2nc3ccccc3c(=O)o2)cc1 | 31 | i | -13% | 15% | -4% | -4% | 16% | i | 2%
Fc1cccc(CNc2ncnc3ccc(-c4ccc5c(c4)OCO5)cc23)c1 | / | / | -3% | / | -21% | 4% | / | -34%[inhibitor] | /
O=C(CS(=O)(=O)c1ccc(F)cc1)N1CCOCC1 | 5 | i | 3% | -9% | 4% | -3% | -4% | i | 6%
O=C1CCC([N+](=O)[O-])C(c2ccc(Cl)cc2)N1 (configuration not stated) | 11 | i | 5% | 6% | -2% | -5% | 0% | -1%[57.5 µM] | 0%
CCCc1c(-c2cccc(Cl)c2)ncn1Cc1ccccc1OC | 24 | i | 17% | ? | -11% | -3% | 18% | -46%[inhibitor] | 4%
c1ccc(CN2CCC(CNc3ncnc4ccccc34)C2)cc1 (configuration not stated) | -64* | i | 0% | ? | -26% | 2% | -8% | -7% | 2%
OC(COc1ccccc1)Cn1cc(Br)cn1 (configuration not stated) | 9 | i | 7% | 3% | -1% | 7% | 11% | i | 5%
CCOC(=O)c1cc(C(=O)OCC)c2ccccn2c1=O | -9 | i | -14% | 37%[activator] | -26% | 15% | 11% | i | 6%
CC1(C(=O)NS(=O)(=O)c2cccc(OC(F)F)c2)CCN1C(=O)c1ccccc1 (configuration not stated) | -9 | i | -11% | 15% | -18% | 0% | -2% | i | -2%
CC(=O)Nc1ccc(NC(=O)CSc2nnc(NC(=O)c3ccc(Br)o3)s2)cc1 | 0 | i | / | -26% | -3% | -25% | -21% | -21% | -8%
O=C(c1ccco1)N1CCC(c2nc3c(nnn3Cc3ccccc3Cl)c(=O)[nH]2)CC1 | 14 | i | 17% | 49%[activator] | 8% | 15% | -4% | i | 0%

Reprinted at random: three compounds from above.
SMILES | DRD3 antagonist | pAkt inh | FUS suppressor | GLP-1R inv ag | Abeta yeast res | GLP-1R agonist | TDP43 rescue | PTHR1 agonist | aSyn rescue
CC(=O)Nc1ccc(NC(=O)CSc2nnc(NC(=O)c3ccc(Br)o3)s2)cc1 | 0 | i | / | -26% | -3% | -25% | -21% | -21% | -8%
Cc1ccc(-c2nc3ccccc3c(=O)o2)cc1 | 31 | i | -13% | 15% | -4% | -4% | 16% | i | 2%
CCOc1ncccc1C(=O)OCC(=O)NCCCc1ccccc1 | 17 | i | / | 21% | 3% | 2% | 9% | i | 8%

(more compounds)
SMILES | DRD3 antagonist | pAkt inh | FUS suppressor | GLP-1R inv ag | Abeta yeast res | GLP-1R agonist | TDP43 rescue | PTHR1 agonist | aSyn rescue
CC(NC(=O)CN1CCOCC1)c1ccccc1 (configuration not stated) | 1 | i | -31% | 7% | -6% | 8% | 16% | i | 0%
CC(C)Cc1cc(C(=O)Nc2ccc3c(c2)OCO3)no1 | 5 | i | 34% | 4µM* | 0% | -2% | ? | i | 0%
CC(=O)NS(=O)(=O)c1ccc(NS(=O)(=O)c2ccc(F)cc2)cc1 | -25 | i | 22% | 16% | -3% | 3% | -5% | -2%[57.5 µM] | -1%
OC(COc1ccccc1)CN1CCN(Cc2ccc3c(c2)OCO3)CC1 (configuration not stated) | 12 | i | -23% | -6% | 1% | 10% | -13% | -14% | -2%
O=C1CC(c2ccccc2)CC(O)=C1C=NCCCO (configuration not stated) | 4 | i | -1% | 4% | 5% | -6% | -19% | i | -6%
COc1ccc(C(=O)Nc2nnc(SCC(=O)Nc3ccc(NC(C)=O)cc3)s2)c(OC)c1 | 18 | i | 15% | -1% | 6% | 3% | 16% | i | 0%
CC1=CC(C)(C)N(S(=O)(=O)c2ccc(F)cc2)c2ccccc21 | 6 | i | -17% | ? | 0% | 1% | -35%[inhibitor] | -38%[inhibitor] | -6%
C/C(=N/NC(=O)CN1CCN(S(=O)(=O)c2ccc(Br)cc2)CC1)c1cccnc1 | -11 | i | 6% | -7% | 5% | -5% | 0% | -48% | -2%
